Screens from PubChem.
IL1B secr inh – qHTS for Inhibitors of Inflammasome Signaling: IL-1-beta AlphaLISA Primary Screen; THP-1 LPS/ATP IL-1B secretion, AlphaLISA, 16 h; hits give low values; activity change, % at 57.5 µM; actives 4.7% (n = 360,000); AID 743279, 2014; in the data active means activity change below about -50%; inconclusive means mostly about -30% to -49%; further: on the % scale 0 is the no-effect control and ±100 the full control effect
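Secreted IL-1B measured by AlphaLISA bead assay after 16 h compound exposure of THP-1 cells; compounds (final up to 57.5 uM) added 1 h before LPS (250 ng/mL) and ATP (1.25 mM) stimulation; lower signal means less secretion.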
HT1080 IDH1KD tx – qHTS for induction of synthetic lethality in tumor cells producing 2HG: qHTS for the HT-1080-IDH1KD cell line; HT-1080 IDH1 knockdown viability, ATP luminescence, 48 h; Potency, µM (top dose mostly 46.1 µM), for inactives: top-dose activity, negative = toxicity, hits mostly cytotoxic; actives 2% (n = 360,000); AID 686971, 2013;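 further: potency means the concentration at half of the fitted maximal effect; 0% = DMSO wells and -100% = cell-free medium wells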
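Luminescent ATP read-out (CellTiter-Glo, 10 min at room temperature) after 48 h compound exposure at 37 °C gave viability of IDH1-knockdown HT-1080 cells. Activity was normalised to DMSO and cell-free wells, then fitted as concentration-response curves.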
GLP1R ag – qHTS of GLP-1 Receptor Agonists | HEK293 GLP-1R CRE-luciferase, luminescence, 4-6 h; cells express a hypersensitive GLP-1R form | Potency, µM (doses to about 45.6 µM), for the others: top-dose activation, usual class: activators | Glucagon-like peptide 1 receptor (Homo sapiens), P43220 | actives 0.007% (n = 380,000); further: potency means the concentration at half of the fitted maximal effect; % of control where 0% means no effect
Target sequence (P43220 whole entry, looked up): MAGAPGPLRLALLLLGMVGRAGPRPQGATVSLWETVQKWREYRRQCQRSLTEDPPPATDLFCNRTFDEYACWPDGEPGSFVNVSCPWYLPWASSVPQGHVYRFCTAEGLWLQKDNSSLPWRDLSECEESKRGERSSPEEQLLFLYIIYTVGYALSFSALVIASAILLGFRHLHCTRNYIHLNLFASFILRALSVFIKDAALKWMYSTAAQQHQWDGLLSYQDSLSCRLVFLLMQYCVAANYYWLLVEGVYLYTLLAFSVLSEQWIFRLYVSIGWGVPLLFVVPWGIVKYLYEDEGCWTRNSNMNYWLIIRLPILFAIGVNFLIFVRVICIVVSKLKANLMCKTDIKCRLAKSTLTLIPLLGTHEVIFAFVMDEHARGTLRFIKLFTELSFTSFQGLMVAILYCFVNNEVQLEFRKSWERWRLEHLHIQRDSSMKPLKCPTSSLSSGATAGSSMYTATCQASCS
HT1080NT lethal – qHTS for induction of synthetic lethality in tumor cells producing 2HG: qHTS for the HT-1080-NT fibrosarcoma cell line. HT-1080-NT fibrosarcoma viability, CellTiter-Glo ATP luminescence, 48 h. Potency, µM (series often up to 46.1 µM), inactives show at the highest dose activity, negative = less viability, hits mostly cytotoxic. actives 1.6% (n = 360,000). AID 686970, 2013;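 further: NT is the 2HG producing partner of a matched IDH1 knockdown line; potency means the concentration at half of the fitted maximal effect; 0% = DMSO-treated cells and -100% = media-only wells without cells; nearly all actives have a fitted effect of over 55% in size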
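Read-out is CellTiter-Glo luminescence after 10 minutes at room temperature, following 48 hours' compound treatment of HT-1080-NT cells (750 cells/well, RPMI, 5% FBS, 37 degrees C).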
D3 antag – qHTS of D3 Dopamine Receptor Antagonist: qHTS; D(3) dopamine receptor (Homo sapiens), P35462; D3R cells, DiscoveRx beta-arrestin luminescence, antagonist mode; hits give low values; max response, negative = inhibition, %; actives 2.5% (n = 360,000); in the data active means max response below about -50%; inconclusive means no clear call, values can overlap the other calls; further: on the % scale 0 is the no-effect control and ±100 the full control effect; mostly tested at two doses, the higher about 12 µM
Target sequence (P35462 whole entry, looked up): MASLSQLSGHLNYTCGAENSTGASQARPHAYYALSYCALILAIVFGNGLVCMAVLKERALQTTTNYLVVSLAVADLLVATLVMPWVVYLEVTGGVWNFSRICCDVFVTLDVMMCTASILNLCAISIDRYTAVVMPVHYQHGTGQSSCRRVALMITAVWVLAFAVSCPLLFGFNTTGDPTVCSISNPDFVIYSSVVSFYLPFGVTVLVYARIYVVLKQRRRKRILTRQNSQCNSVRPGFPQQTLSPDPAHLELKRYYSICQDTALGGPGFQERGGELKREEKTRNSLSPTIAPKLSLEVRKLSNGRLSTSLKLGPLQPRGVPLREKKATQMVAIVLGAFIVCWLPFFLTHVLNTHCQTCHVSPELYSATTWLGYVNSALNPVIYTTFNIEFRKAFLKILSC
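Cells expressing the human receptor were seeded at 1500 cells/well, incubated overnight at 37 degrees C in 5% CO2, then exposed to library compounds with dopamine controls for 90 minutes at 37 degrees C before luminescent detection.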
SW480 rerep – A quantitative high throughput screen for small molecules that induce DNA re-replication in SW480 colon adenocarcinoma cells. SW480 DNA re-replication, Hoechst DNA content imaging, 48 h. Potency, µM (series often up to 46.1 µM), for inactives: at the highest dose re-replication activation, usual class: activators. actives 1.8% (n = 340,000); further: potency means the concentration at half of the fitted maximal effect; % of control where 0% means no effect; nearly all actives have a fitted effect of over 55% in size
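Readout is total intensity of Hoechst-stained nuclei, excited at 405 nm and collected at 500-530 nm. Compound treatment lasted 48 hr at 37 C in 5% CO2 before staining.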
KB-V1 MDR tox – qHTS assay for MDR1-selective chemotherapeutics: Primary screen using the drug-selected MDR subline cells KB-V1; KB-V1 MDR cells viability, CellTiter-Glo, 72 h; Potency, µM (doses to about 46.1 µM), inactives show top-dose activity change, negative = cytotoxicity, usual class: cytotoxic; actives 3.4% (n = 400,000); further: potency means the concentration at half of the fitted maximal effect; on the % scale 0 is the no-effect control and ±100 the full control effect; nearly all actives have a fitted effect of over 60% in size
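qHTS viability screen in drug-selected KB-V1 MDR cells: 72 h compound treatment at 37 degrees C, ATP luminescence end point.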
KB-3-1 tox – qHTS assay for MDR1-selective chemotherapeutics: Primary screen using the parental adenocarcinoma cell KB-3-1; AID 1347075, 2019; actives 1.4% (n = 400,000); KB-3-1 viability, CellTiter-Glo ATP luminescence, 72 h; Potency, µM (titrated, usually from 46.1 µM), inactives show at the highest dose activity change, negative = cytotoxic, actives largely listed as cytotoxic; further: potency means the concentration at half of the fitted maximal effect; on the % scale 0 is the no-effect control and ±100 the full control effect; nearly all actives have a fitted effect of over 60% in size
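Parental KB-3-1 adenocarcinoma cells in phenol-red-free DMEM with 10% FBS were pin-treated with compounds at several concentrations, incubated 72 h at 37 °C, and viability read by CellTiter-Glo luminescence; concentration-effect curves were fitted after normalization.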
D3 ag – qHTS of D3 Dopamine Receptor Agonist: qHTS; max activation, %; AID 652048, 2013; actives 0.58% (n = 410,000); D3R DiscoveRx beta-arrestin cells, luminescence, 90 min; in the data active means max activation above about 30%; further: 0% is about no effect; mostly tested at two doses, the higher about 12 µM
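Cells at 1500/well, incubated overnight, then treated with pinned compounds (dopamine as control) for 90 min at 37 degrees C. DiscoveRx reagent added for 30 - 60 minutes at room temperature; luminescence read.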
Numbers without * were called inactive; ? = inconclusive; . = no result given; [ ] = another dose, or the depositor's remark. Unless noted, the call rests on the fitted dose curve; in most records, active means well fitted curve in the direction sought with a large enough effect; inconclusive means small, poorly fitted or top-dose-only effect, or another doubt; inactive means no such curve, though single readings can be large; an effect the other way counts as inactive or inconclusive.

The line under a structure holds: IL1B secr inh, HT1080 IDH1KD tx, GLP1R ag, HT1080NT lethal, D3 antag, SW480 rerep, KB-V1 MDR tox, KB-3-1 tox, D3 ag
O=C(NCc1cccc2[nH]ccc12)C1CCC(=O)N(CCc2ccc(Cl)cc2)C1 (centres undefined)
    -11.7, 7.5%, 0.0%, 0.7%, 21.1, -0.6%, 6.1%, 10.5%, 3.8
C=CCn1c(Cc2cccs2)nnc1SCC(=O)Nc1cc(OC)cc(OC)c1
    -14.9, -1.4%, -0.7%, -5.0%, 2.3, -0.4%, ?, -3.7%, -6.2
COC(=O)CN(c1cc(Cl)ccc1OC)S(=O)(=O)c1ccc(OC)c(OC)c1
    12.9, -1.3%, -3.2%, 3.0%, -14.2, -4.4%, 2.31µM*, -10.6%, -2.3
CC(=O)Nc1cc(-c2ccc(S(C)(=O)=O)cc2)cn2c(-c3ccc(F)cc3)cnc12
    ?, -27.1%, -1.0%, -14.5%, 3.9, ., -12.4%, -5.0%, 0.5
O=C(O)CC(CNC(=O)C1CCCN1C(=O)OCc1ccccc1)c1ccccc1 (centres undefined)
    -4.9, 21.2%, -1.2%, 12.6%, 1.2, -7.3%, 2.5%, 5.4%, -1.2
CC(=O)c1c(O)c(C)c(O)c2c1OC1=CC(=O)/C(=C(/C)N)C(=O)C12C (centres undefined)
    0.9, ?, -4.0%, -3.5%, 66.3, ., ?, ?, 2.3
Cc1ccc2nc(C3CCCCC3)c(Cc3ccsc3)n2c1
    -11.4, ?, 5.8%, -29.7%, -10.1, ., 16.4µM*, ?, -11.4
CCOc1ccc(C(=O)NNC(=O)CNC(=O)c2ccc(C)s2)cc1OC
    26.9, 11.3%, -7.1%, 1.5%[9.24 µM], 9.8, -19.7%, ?, 0.2%, -1.7
O=C1NCCN1CCNS(=O)(=O)c1ccc(F)cc1
    -5.5, 8.4%, -1.5%, 11.0%, -9.6, -2.9%, 27.8%, 4.4%, -3.3
COc1ccccc1C(=O)COC(=O)c1c(-c2ccccc2)noc1C
    -16.7, -0.9%, 29.0%, -19.1%, 7.8, ?, -16.9%, -6.8%, 0.1
CCc1ccc(-c2cc(C)no2)cc1S(=O)(=O)NCCc1ccc(OC)c(OC)c1
    -21.3, -8.9%, -3.8%, 0.2%, -20.6, -3.2%, -3.6%, 3.5%, -11.1
O=C(Cc1cccs1)Nc1ccc(-c2nnn(CC(=O)N3CCOCC3)n2)cc1
    -1.1, 0.0%, -0.4%, 0.0%, 4.6, ?, -5.2%, -4.3%, 4.4
CCc1ccc(O)c(N=Cc2cccc(C)c2O)c1
    22.3, ?, -4.9%, ?, -7.3, ?, 6.8%, -11.5%, -10.3
COc1ccc(N2CCN(c3ccc(N)cc3C#N)CC2)cc1
    -10.0, -7.1%, 2.9%, 4.9%, ?, -4.8%, -1.1%, -8.1%, -15.4
COc1ccc(C2=CC(c3ccc(C)cc3)n3nnnc3N2)cc1 (centres undefined)
    2.0, ?, 2.4%, ?, -18.3, -1.9%, ?, -27.8%, 31.9*
CC(C)CSc1nc2ccccc2n1CC(N)=O
    8.1, 6.7%, -3.3%, 2.5%, -10.3, -5.1%, 12.2%, 5.6%, -13.9
CCN(CC)C(=O)CSc1ccc(C(F)(F)F)cc1[N+](=O)[O-]
    -7.6, 11.0%, 14.7%, 1.5%, ?, -78.3%[inhibitor], 11.3%, 16.5%, -4.4
Cc1cc(NC(=O)CCC(=O)N(Cc2ccc(F)cc2)C(C(=O)NC2CCCC2)c2ccco2)no1 (centres undefined)
    8.4, -0.9%, 1.2%, -7.4%, 16.2, -0.8%, ?, 10.3%, 1.2
CCCC(=O)Nc1nnc(SCC(=O)Nc2ccc3c(c2)OCCO3)s1
    25.9, ?, 7.2%, ?, 9.7, -0.9%, -9.0%, 22.2%, 1.6
CCOC(=O)c1cc(-c2ccc(F)cc2)n(CC(=O)NCc2ccccn2)c1C
    11.8, 7.6%, 2.2%, 9.0%, 18.1, 29.8%, -10.7%, -1.5%, -2.1
COc1ccc(OC)c(-n2c(SCC(=O)NCc3ccco3)nnc2-c2c[nH]c3ccccc23)c1
    ?, 5.4%, 4.3%, -9.2%, -12.6, -2.2%, 20.9%, -2.9%, -0.8
CCOc1ccccc1C1CC(=O)NC2=C1C(=O)CCC2 (centres undefined)
    22.8, 23.1µM*, -15.9%, ?, -1.7, 18.4µM*, ?, ?, 2.5
COc1ccc(C2CC(c3ccccc3OC(C)=O)=NN2C(=O)/C=C/c2ccccc2)cc1 (centres undefined)
    -22.1, -23.1%, 0.0%, -1.1%, 3.2, 1.4%, -30.8%, -15.7%, -8.3
O=C(NCc1ccco1)c1csc2c1CCCCC2
    -13.9, -1.6%, 15.6%, -4.9%, 10.5, 10.0%, 1.5%, -9.1%, 7.2
COc1cc(Cl)cc(/C=N\NC(=O)c2ccc3c(c2)OCO3)c1O
    104.2, 9.2µM*, -2.6%, 9.2µM*, -9.8, ., ?, -10.5%, 2.6
CC(=O)Nc1ccc(S(=O)(=O)N2CCN(CC(=O)N3CCOCC3)CC2)cc1
    -5.6, 13.1%, -3.1%, 9.1%, -12.0, -26.6%, -9.6%, -3.7%, -11.9
CC(=O)Nc1ccc(-c2csc(NC(=O)CCNC(=O)c3ccco3)n2)cc1
    -16.7, -1.2%, 11.5%, 1.1%, -1.8, -20.8%, ?, 17.5%, -3.2
O=C(Nc1cccnc1)c1cc2cc(Br)ccc2oc1=O
    15.1, -1.4%, 1.6%, 20.1%, -3.7, -5.1%, 4.8%, -6.0%, -0.6
CC(C)C[C@@H]1NC(=O)[C@H](C(C)C)NC(=O)c2cc([N+](=O)[O-])cc(I)c2OCC[C@@H](C(N)=O)NC1=O
    -4.4, -4.6%, -2.9%, -3.8%, -52.8*, -3.5%, -4.1%, -3.7%, -20.1
COCc1cc(=O)[nH]c(SCC(=O)N2CCOCC2)n1
    6.7, 14.4%, -4.7%, 10.9%, 20.6, 2.8%, ?, 18.2%, 7.2

Some of the entries so far, in CSV form.
compound,IL1B secr inh,HT1080 IDH1KD tx,GLP1R ag,HT1080NT lethal,D3 antag,SW480 rerep,KB-V1 MDR tox,KB-3-1 tox,D3 ag
CC(=O)Nc1ccc(S(=O)(=O)N2CCN(CC(=O)N3CCOCC3)CC2)cc1,-5.6,13.1%,-3.1%,9.1%,-12.0,-26.6%,-9.6%,-3.7%,-11.9
CCN(CC)C(=O)CSc1ccc(C(F)(F)F)cc1[N+](=O)[O-],-7.6,11.0%,14.7%,1.5%,?,-78.3%[inhibitor],11.3%,16.5%,-4.4
C=CCn1c(Cc2cccs2)nnc1SCC(=O)Nc1cc(OC)cc(OC)c1,-14.9,-1.4%,-0.7%,-5.0%,2.3,-0.4%,?,-3.7%,-6.2

Continued.
The line under a structure holds: IL1B secr inh, HT1080 IDH1KD tx, GLP1R ag, HT1080NT lethal, D3 antag, SW480 rerep, KB-V1 MDR tox, KB-3-1 tox, D3 ag
COc1cc(/C=C/c2ccc3c(Br)cc(Br)c(O)c3n2)ccc1O
    25.0, ?, -6.0%, ?, -90.9*, ?, -0.9%, ?, -27.3
O=C(NCCCN1CCN(c2ccccc2F)CC1)C1CCC(=O)N1C1CCCC1 (centres undefined)
    -11.1, 5.8%, -0.1%, 17.1%, -87.3*, -0.5%, 14.3%, 0.3%, 1.1
CCN1CCN(c2ccc(S(=O)(=O)N3CCCCC3)cc2NC(=O)c2ccccc2)CC1
    -14.5, 7.8%, 24.7%, -1.1%, -8.3, -0.9%, -14.7%, -3.6%, 0.2
COC(=O)N1N=C(c2ccc(Br)cc2)CC1(O)C(F)(F)F (centres undefined)
    16.6, -1.3%, 5.0%, -2.0%, -28.0, 0.8%, -1.8%, 4.9%, -6.0
c1ccc(-n2nnnc2-c2cccnc2)cc1
    -6.2, 10.6%, 1.2%, 17.8%, 7.4, -6.0%, 9.5%, -3.3%, 13.8
O=C(O)Cc1ccc(NC(=O)c2ccc(NC(=O)c3ccco3)cc2)cc1
    11.9, 10.0%, -9.6%, 5.2%, -19.1, -10.7%, 9.1%, 1.7%, 8.4
CNC(=O)C[C@H]1C(=O)N(CCc2ccccc2)C[C@@H]1CSC
    13.3, 2.7%, 9.6%, 8.0%, 10.6, ., 10.9%, ?, 4.8
O=c1[nH]c2ccsc2c(=O)n1-c1ccc(F)cc1
    -7.8, -2.2%, -8.2%, -5.3%, 0.8, -10.8%, -3.7%, -11.8%, 17.9
O=C1c2cccc3cccc(c23)C(=O)N1CCO
    -9.2, 4.1%, 6.8%, 0.4%, 0.0, ., -29.2%, 8.0%, 2.5
COc1ccc(NC(=O)CN2C(=O)NC3(CCCCCCC3)C2=O)cc1
    -11.2, -9.5%, 0.2%, -22.8%, 8.1, -6.6%, 1.1%, -18.3%, 1.5
O=CN1CCN(C(=O)c2ccc([N+](=O)[O-])cc2)CC1
    8.6, 16.4%, 0.2%, 10.1%, 27.9, -4.7%, 40.8%, -7.2%, 11.4
CCn1c(C)nc2cc(S(N)(=O)=O)ccc21
    18.0, -11.1%, 0.2%, -12.7%, 10.2, 17.9%, 2.5%, 4.6%, 0.1
